OXTR agonist: agonists of human oxytocin receptor | AID 2435 | 0.32% of 320,000 active | activation, % at 3 µM | P30559 | CHO-OTR cells, Fluo-8 calcium fluorescence; normalized: DMSO 0%, oxytocin 100%;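 active = activation above the mean of all tested compounds plus 3 SD, cutoff set per screening run, cut at about 20% in these data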;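 also: peak over basal fluorescence ratio from a 100 s FLIPR kinetic read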
OXTR potentiator: potentiates the human oxytocin receptor response; P30559; CHO-OTR cells, Fluo-8 calcium fluorescence, potentiator mode; 0% = oxytocin EC15, 100% = EC100; activation, % at 3 µM; 0.061% of 320,000 active;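 active = activation above that plate's cutoff, the mean activation of tested compounds plus 3 SD, cut at about 6.6% in these data, passing the limit was not always enough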;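 also: 100% uses oxytocin at 75 nM as the full agonist control; some results filed as inactive read as strong as hits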
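Assay system: CHO-OTR cells, human receptor / Also added: oxytocin at about EC15, sub-maximal agonist stimulus / Dosing: single dose, 3.0 µM nominal final compound concentration / Incubation: 6 min pre-incubation, 100 s read / Technique: Fluo-8 calcium dye fluorescence / Read-out: % activation vs EC15 and EC100 oxytocin / Benchmarks: EC15 oxytocin low, 75 nM oxytocin high / Replicates: singlicate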
CHRM1 PAM: human CHRM1 positive allosteric modulation; P11229; CHO-K1 hM1, Fluo-8 calcium fluorescence, ACh EC20; 0% = ACh EC20, 100% = maximal ACh; activation, % at 3 µM; 0.088% of 360,000 active; AID 588819; in the data active = activation above about 19%, passing the limit was not always enough
Target sequence (P11229 whole entry, looked up): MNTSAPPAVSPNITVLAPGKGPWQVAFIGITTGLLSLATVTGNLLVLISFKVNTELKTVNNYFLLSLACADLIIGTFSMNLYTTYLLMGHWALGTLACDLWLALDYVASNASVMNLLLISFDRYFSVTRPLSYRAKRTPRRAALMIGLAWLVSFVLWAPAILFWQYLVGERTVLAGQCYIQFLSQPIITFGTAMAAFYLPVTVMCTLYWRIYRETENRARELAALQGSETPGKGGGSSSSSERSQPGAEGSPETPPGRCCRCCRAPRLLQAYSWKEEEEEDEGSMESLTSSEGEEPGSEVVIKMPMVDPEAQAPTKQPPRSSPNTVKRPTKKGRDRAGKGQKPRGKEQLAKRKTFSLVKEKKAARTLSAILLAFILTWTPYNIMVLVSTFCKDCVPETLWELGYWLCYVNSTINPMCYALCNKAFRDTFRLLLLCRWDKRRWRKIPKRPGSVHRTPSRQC
TAAR1 agonist: agonists of human TAAR1. 0.99% of 360,000 active. activation, % at 3 µM. CHO RD-HGA16 TAAR1, Fluo-8 calcium fluorescence; vehicle wells 0%, saturating PEA agonist 100%;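 active = activation above the mean activation of all test compounds in the run plus 3 SD, cut at about 38% in these data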
Target sequence (Q96RJ0 whole entry, looked up): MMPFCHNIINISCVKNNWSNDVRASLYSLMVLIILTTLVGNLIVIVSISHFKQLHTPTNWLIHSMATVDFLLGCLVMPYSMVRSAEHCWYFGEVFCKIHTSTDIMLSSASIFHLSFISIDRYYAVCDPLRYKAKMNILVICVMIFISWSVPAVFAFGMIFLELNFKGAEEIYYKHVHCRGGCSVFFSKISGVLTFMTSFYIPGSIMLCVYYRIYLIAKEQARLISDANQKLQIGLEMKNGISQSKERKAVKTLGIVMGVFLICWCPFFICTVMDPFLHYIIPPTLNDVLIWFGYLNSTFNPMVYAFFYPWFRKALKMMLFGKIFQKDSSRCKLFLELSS
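Signal – calcium-sensitive Fluo-8 signal, excitation 470-495, emission 515-575 nm · System – RD-HGA16 (CHO) cells co-expressing Gα16 and hTAAR1 · Incubation – 17-24 h seeding, 75 min 37 °C dye, 30 min RT · Compound dosing – 3 µM single concentration · Repeats – no replicates (n 1)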
TAAR1 antag: antagonists of human TAAR1. Q96RJ0. 1.5% of 360,000 active. AID 624466. CHO RD-HGA16 TAAR1, Fluo-8 calcium fluorescence, antagonist. inhibition, % at 3 µM;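 active = inhibition above a per-plate cutoff, the mean inhibition of test compounds on that plate plus 3 SD, cut at about 49% in these data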;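 also: 0% = DMSO plus EC80 beta-PEA response and 100% = DMSO alone without agonist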
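System: CHO RD-HGA16 cells bearing hTAAR1. Reagent: EC80 β-phenethylamine stimulus. Schedule: seeding 17-24 h prior, 75-min 37 °C, 30-min RT dye loading. Signal: Fluo-8 intracellular calcium dye fluorescence, real-time kinetic reads. Read-out: % inhibition from peak post-agonist over basal fluorescence ratio. Benchmarks: vehicle wells and EC80 agonist wells. Replicates: n of 1.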
V1aR counter: V1a receptor agonism, counter-screen for OXTR agonists | P37288 | CHO-V1R cells, Fluo-8 calcium fluorescence, agonist mode; 0% DMSO, 100% 3 nM vasopressin | activation, % at 3 µM | 0.25% of 320,000 active | AID 2797;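 active = activation above the mean activation of all tested compounds plus 3 SD, per screening run, cut at about 20% in these data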;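 also: signal is peak over basal fluorescence ratio across a 100 second FLIPR read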
CHRM1 antagonist: human CHRM1 antagonism; CHO-K1 hM1, Fluo-8 calcium fluorescence, ACh EC80 antagonist; AID 588852; 1.3% of 360,000 active; P11229; inhibition, % at 3 µM;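 active = percent inhibition above its own plate's cutoff, namely the mean of that plate's compound wells plus 3 SD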;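 also: peak over basal fluorescence ratio during 140 s after agonist addition; 0% = ACh EC80 plus DMSO and 100% = DMSO alone without agonist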
CHO parental Ca: counter-screen: ATP calcium response change in parental CHO cells. parental CHO-K1, ATP-induced calcium, Fluo-8 fluorescence. inhibition, % at 5.6 µM. 0.63% of 330,000 active;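 active = inhibition above that plate's mean sample inhibition plus 3 SD, cut at about 26% in these data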;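 also: 0% = ATP-challenged DMSO wells and 100% = DMSO wells without ATP; some compounds past the cut are filed as inactive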
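Assay system: untransfected parental CHO cell line. Also added: ATP agonist challenge. Dosing: one dose, 5.6 µM nominal. Measured by: Fluo-8 fluorescence. Read-out: % inhibition. Benchmarks: ATP wells versus no-ATP DMSO wells. Repeats: no replicates.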
CHRM1 agonist: agonists of human M1 muscarinic receptor; 0.33% of 360,000 active; activation, % at 3 µM; P11229; CHO-K1 hM1, Fluo-8 calcium fluorescence, agonist mode; 0% DMSO, 100% acetylcholine EC100;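 active = activation above the run's mean compound activation plus 3 SD, cut at about 16% in these data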;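 also: peak over basal fluorescence ratio within a 140 s kinetic read after compound addition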
* = called active by the depositor; . = no result given; & = joins results of further samples. Rows were taken by chance; any-hit rate near 3.7%.

item | SMILES | OXTR agonist | OXTR potentiator | CHRM1 PAM | TAAR1 agonist | TAAR1 antag
1 | CCC(=O)Nc1cccc(NC(=O)CSc2nc3c(c(=O)n(C)c(=O)n3C)n2C)c1 | 0.7 | -5 | 8 | 3 | -6
2 | Cc1ccccc1SCC(=O)NC1CCOC1=O (configuration not stated) | -0.6 | -1 | -5 | 8 | 3
3 | O=[N+]([O-])c1ccc(C(=Nc2cccc3ccccc23)N2CCOCC2)cc1 | -0.8 | 8 | 1 | 3 | -8
4 | Cc1ccc(N(CC(=O)NCCSCc2ccco2)S(=O)(=O)c2ccc(C)cc2)cc1 | -2.2 | -18 | 1 | 2 | 22
5 | CC(NC(=O)CCCc1ccccc1)c1ccncc1 (configuration not stated) | 0.9 | -3 | 8 | 1 | 4
6 | COc1ccc(C2=NN(c3ccccc3)C(c3cn(CCC(=O)O)nc3-c3ccccc3)C2)cc1 (configuration not stated) | 15 | -35 | 13 | 7 | 10
7 | COc1ccc(C(=O)N2CCCCCC2)cc1OC1CCN(C(C)=O)CC1 | 0.9 | 0 | 6 | 3 | -17
8 | O=[N+]([O-])c1ccccc1O[C@@H]1O[C@H](CO)[C@H](O)[C@H](O)[C@H]1O | 0.5 | -7 | 8 | 4 | -6
9 | CC(C)NC(=S)NNc1nc2ccccc2s1 | 1.5 | -6 | 11 | 6 | -9
10 | NNC(=O)c1cccc(S(=O)(=O)Nc2cccc(C(F)(F)F)c2)c1 | 0.6 | -1 | 1 | 1 | -3
11 | C1CCc2c(nc3nnnn3c2N2CCOCC2)C1 | -0.5 | -9 | 7 | 1 | 4
12 | O=C(COc1ncnc2sccc12)Nc1cccc(S(=O)(=O)N2CCOCC2)c1 | 0.5 | 0 | 3 | 10 | -12

item | V1aR counter | CHRM1 antagonist | CHO parental Ca | CHRM1 agonist
1 | 0.2 | -19 | 1 | -3
2 | 0.0 | 7 | -8 | -3
3 | -1.6 | -2 | -6 | -7
4 | 0.8 | 0 | -15 | -6
5 | 0.9 | -7 | -8 | -7
6 | 12 | -18 | 4 | -2
7 | 1.0 | -10 | 0 | -3
8 | 0.4 | -2 | -7 | 0
9 | 1.5 | -5 | -14 | -4
10 | 1.3 | -18 | -11 | -2
11 | 0.6 | -22 | -5 | -4
12 | 0.8 | -2 | -1 | -4

The list goes on.
item | SMILES | OXTR agonist | OXTR potentiator | CHRM1 PAM | TAAR1 agonist | TAAR1 antag
13 | COc1ccc(C(=O)Nc2ccc(N3CCC(C)CC3)cc2)cc1Br | -0.2 | -5 | 12 | 3 | 29
14 | COc1ccc(CC(=O)Nc2nc(C(C)(C)C)cs2)cc1 | -1.4 | -13 | 1 | 2 | 0
15 | COc1ccc(CCNC(=O)CN2C(=O)c3ccccc3C2=O)cc1 | 0.1 | -1 | 6 | 9 | -29
16 | CCN1CCN(c2ncc(C(=O)Nc3cc(Cl)c(OC)cc3OC)c3ccccc23)CC1 | . | . | -26 | 3 | 1
17 | N#C/C(=C\c1cn(Cc2ccccc2F)c2ccccc12)C(=O)NCc1ccco1 | -1.8 | -6 | 0 | 1 | 38
18 | CN(C(=O)C1CCOC1)c1nnc(-c2ccccn2)s1 (configuration not stated) | 0.2 | -4 | 0 | 7 | -10
19 | CCOC(=O)Cc1c(C)nc2c(-c3ccc(Cl)cc3)c(C)nn2c1C | -0.5 | -8 | 5 | -1 | 2
20 | CNC(=S)NNC(=O)c1ccccc1F | 0.6 | -6 | -4 | 4 | 3
21 | CC(=O)C1=C(NC(=O)c2ccc(F)cc2)CC2C1C2(C)C (configuration not stated) | -1.2 | -6 | -1 | -1 | 25
22 | CCn1cc(C(=O)N[C@H](C(=O)NC(C)(C)CO)C(C)C)c(=O)c2cc3c(cc21)OCO3 | -0.9 | -12 | 1 | 4 | -2
23 | COc1ccc(-n2nnnc2SC(C)C(=O)NCC(=O)Nc2ccc(F)c(F)c2F)cc1 (configuration not stated) | 1.2 | -4 | -6 | 4 | 11
24 | O=C(CNS(=O)(=O)c1ccccc1)NCC(=O)OCc1ccc(C(=O)c2ccccc2)cc1 | 7.8 | -9 | -4 | 8 | 10

item | V1aR counter | CHRM1 antagonist | CHO parental Ca | CHRM1 agonist
13 | 0.5 | 1 | -19 | -10
14 | 0.3 | 4 | -15 | -4
15 | 0.6 | -7 | -13 | -5
16 | . | 34* | . | -12
17 | 0.9 | -9 | -14 | -4
18 | 2.2 | -5 | -4 | -3
19 | 0.0 | -7 | -4 | -5
20 | 0.2 | 5 | 3 | -2
21 | -0.8 | -16 | -11 | -4
22 | -0.2 | -6 | -15 | -2
23 | 4.0 | -2 | -14 | -4
24 | 6.5 | -3 | -12 | -1

Copied from above: compounds 23 to 24
item | SMILES | OXTR agonist | OXTR potentiator | CHRM1 PAM | TAAR1 agonist | TAAR1 antag
23 | COc1ccc(-n2nnnc2SC(C)C(=O)NCC(=O)Nc2ccc(F)c(F)c2F)cc1 (configuration not stated) | 1.2 | -4 | -6 | 4 | 11
24 | O=C(CNS(=O)(=O)c1ccccc1)NCC(=O)OCc1ccc(C(=O)c2ccccc2)cc1 | 7.8 | -9 | -4 | 8 | 10

item | V1aR counter | CHRM1 antagonist | CHO parental Ca | CHRM1 agonist
23 | 4.0 | -2 | -14 | -4
24 | 6.5 | -3 | -12 | -1

Later entries
item | SMILES | OXTR agonist | OXTR potentiator | CHRM1 PAM | TAAR1 agonist | TAAR1 antag
25 | CCOc1ccc(S(=O)(=O)N(C)CC(=O)NC2CCCC2)cc1 | -0.4 | 5 | 5 | 2 | -18
26 | COc1ccc(O)c(C(=O)c2cc(C#N)c(=O)n(CCN3CCOCC3)c2)c1 | 0.8 | 1 | 5 | 1 | -5
27 | COC(=O)NC(=S)Nc1ccc(Oc2ccc(Cl)cc2Cl)c(Cl)c1 | -1.1 | -16 | -15 | 10 | 9
28 | COC(=O)C(C)Sc1nc2c(cnn2-c2ccccc2)c(=O)[nH]1 (configuration not stated) | -1.4 | -5 | 19 | 0 | -4
29 | Cn1nnc(NC(=O)c2ccc([N+](=O)[O-])cc2Cl)n1 | 0.8 | 4 | -5 | 4 | 5
30 | COC(=O)c1cccc(NC(=O)CSc2nnc(C3CC3)n2C)c1 | -0.4 | -5 | 4 | -2 | 2
31 | C[C@H](CO)N1C[C@H](C)[C@H](CN(C)C(=O)Nc2ccnc(N3CCOCC3)c2)OCc2cnnn2CCCC1=O | . | . | 2 | 1 | 6
32 | O=C(COC(=O)c1cccc(S(=O)(=O)N2CCOCC2)c1)NCCc1ccccc1 | -0.6 | -2 | 1 | 1 | -4
33 | COc1ccc(S(=O)(=O)N2CCN(CC(=O)Nc3cc(Cl)ccc3Cl)CC2)cc1 | 1.6 | -2 | 7 | 0 | 6
34 | CSc1cccc(N2CC(C(=O)NCCC3=CCCCC3)CC2=O)c1 (configuration not stated) | -2.6 | -12 | 3 | 1 | -10
35 | CCOC(=O)C1(Cc2cccc(OC)c2)CCN(Cc2cccc(OC)c2O)CC1 | 2.7 | -17 | -8 | 6 | 10
36 | C[n+]1ccn(CC(=O)c2ccc(Cl)cc2)c1 | 0.7 | -1 | -1 | 1 | 0

item | V1aR counter | CHRM1 antagonist | CHO parental Ca | CHRM1 agonist
25 | 2.7 | -9 | -20 | -3
26 | 0.8 | -14 | -3 | 0
27 | 0.8 | 2 | -2 | -7
28 | 1.3 | -14 | -7 | 6
29 | 1.0 | 3 | 15 | -7
30 | -0.4 | -5 | -1 | -2
31 | . | -6 | . | -4
32 | 0.2 | -11 | -9 | -2
33 | 0.9 | -6 | -6 | -2
34 | -0.3 | -6 | -26 | -3
35 | 6.7 | 18 | -11 | -3
36 | -0.1 | 2 | 1 | -8

Going on with the list:
item | SMILES | OXTR agonist | OXTR potentiator | CHRM1 PAM | TAAR1 agonist | TAAR1 antag
37 | CCOC(=O)Cn1nc(C)c(NC(=O)CCc2ccc(OC)cc2)c1C | 0.3 | -12 | 17 | 4 | -4
38 | Brc1ccccc1OCCN1CCOCC1 | 0.7 | 2 | 4 | 11 | -4
39 | CC1(C(=O)Nc2ccc3c(c2)OCCO3)CCN1Cc1ccccc1OC(F)F (configuration not stated) | . | . | -1 | 2 | -2
40 | Cc1ccc(CNC(=O)c2ccc(N3CCC4(CC3)CC(c3cccc(Br)c3)=NO4)c(NC(=O)c3ccccc3)c2)cc1 | -0.7 | -4 | 6 | 0 | 2
41 | COc1cc2oc(=O)cc(CN3CCN(c4ccccc4F)CC3)c2cc1Cl | . | . | -4 | -1 | 5
42 | Cc1cc(C)n(C(=O)C2CCCN2S(=O)(=O)c2ccc(Cl)cc2)n1 (configuration not stated) | -1.2 | 3 | 11 | 0 | 0
43 | CCOc1ccc(CCNC(=O)Cn2nc(C)n3cccc3c2=O)cc1OCC | -0.7 | 2 | 11 | . | .
44 | Cc1oc(S(=O)(=O)N2CCOCC2)cc1C(=O)Nc1ccc(F)cc1 | 1.0 | -10 | 4 | 0 | 3
45 | Cc1ccccc1-c1c(C)oc2cc(O)ccc2c1=O | 0.7 | 1 | 1 | 21 | -2
46 | CC(C)CC(=O)C(=O)O | 0.5&-1.0 | -3&-2 | -1&-7 | 1&-1 | -15&-11
47 | CCOC(=O)N1CCN(C(=O)CCCn2c(=S)[nH]c3ccccc3c2=O)CC1 | -0.6 | -7 | 13 | 2 | -6
48 | O=C(CN1C(=O)C2CCCCC2C1=O)Nc1cc(C(F)(F)F)ccc1N1CCCC1 (configuration not stated) | 2.1 | -4 | 1 | 1 | -14

item | V1aR counter | CHRM1 antagonist | CHO parental Ca | CHRM1 agonist
37 | 0.5 | -13 | -3 | -8
38 | 0.3 | -9 | 8 | -7
39 | . | -8 | . | -5
40 | 0.9 | -2 | -13 | -3
41 | . | -15 | . | -1
42 | -1.7 | -4 | -17 | -4
43 | 0.6 | -14 | -15 | -4
44 | -0.7 | -10 | -9 | -3
45 | 0.7 | -3 | -6 | -2
46 | 0.6&0.9 | -8&-9 | -7&-3 | -2&-3
47 | -1.2 | -15 | -17 | 4
48 | 1.0 | -2 | -22 | 2

Filtered by structure, those above with a cyano group
item | SMILES | OXTR agonist | OXTR potentiator | CHRM1 PAM | TAAR1 agonist | TAAR1 antag
17 | N#C/C(=C\c1cn(Cc2ccccc2F)c2ccccc12)C(=O)NCc1ccco1 | -1.8 | -6 | 0 | 1 | 38
26 | COc1ccc(O)c(C(=O)c2cc(C#N)c(=O)n(CCN3CCOCC3)c2)c1 | 0.8 | 1 | 5 | 1 | -5

item | V1aR counter | CHRM1 antagonist | CHO parental Ca | CHRM1 agonist
17 | 0.9 | -9 | -14 | -4
26 | 0.8 | -14 | -3 | 0

Screening results (PubChem BioAssay)
